BoNT-F LC inh: BoNT/F light chain protease inhibitors, primary screen, biochemical, flow cytometry, MLPCN library; Botulinum neurotoxin type F light chain protease (Clostridium botulinum); Multiplex microsphere protease cleavage assay; inhibition, % at 10 µM; hit rate 0.22% among 360,000; AID 588497, 2011; in the data active means inhibition above about 35%, passing the limit was not always enough; inconclusive means no clear call, values can overlap the other calls; further: plate controls were buffer without enzyme for full effect and enzyme alone for no effect
MazF activator: activators of E. coli MazEF toxin-antitoxin RNase, primary screen, biochemical, fluorescence, uHTS. Endoribonuclease toxin MazF (Escherichia coli (strain K12)), P0AE70. FAM/BHQ RNA-DNA oligo cleavage fluorescence, 5 h. activation, % at 20 µM. hit rate 0.32% among 350,000. AID 504720, 2011; in the data active means activation above about 50%
Target sequence (P0AE70 whole entry, looked up): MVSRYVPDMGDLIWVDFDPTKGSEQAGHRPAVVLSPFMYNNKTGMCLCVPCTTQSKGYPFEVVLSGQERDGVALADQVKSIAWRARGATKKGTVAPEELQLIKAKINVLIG
Mtb FBA inh: Mtb FBA enzyme inhibitors, primary screen, biochemical, fluorescence, strain H37Rv; purified M. tuberculosis FBA, fluorescence read-out; AID 588726, 2011; inhibition, % at 1 µM; hit rate 2.3% among 360,000; in the data active means inhibition above about 27%;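 further: 0% = vehicle and 100% = reference inhibitor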
BioA inh: M. tuberculosis BioA enzyme inhibitors, primary screen, biochemical, plate reader, single point, HTS; purified M. tuberculosis BioA enzyme; AID 602481, 2012; hit rate 0.096% among 360,000; inhibition, % at 9.99 µM; in the data active means inhibition above about 40%; inconclusive means no clear call, values can overlap the other calls
FadD28 FP inh: inhibitors of FadD28 bisubstrate probe binding, primary screen, biochemical, fluorescence polarization, single point. Mycobacterium tuberculosis FadD28 fatty-acid-AMP ligase. inhibition, % at 12.5 µM. hit rate 0.22% among 360,000. AID 588549, 2011; in the data active means inhibition above about 8.5%, passing the limit was not always enough; inconclusive means no clear call, values can overlap the other calls
UGM FP inh: M. tuberculosis UGM enzyme inhibitors, primary screen, biochemical, fluorescence polarization, single point | AID 504406, 2011 | hit rate 0.06% among 320,000 | purified UGM, fluorescence polarization probe displacement | inhibition, % at 10 µM; in the data active means inhibition above about 10%, passing the limit was not always enough; inconclusive means no clear call, values can overlap the other calls
Target sequence (P9WIQ1 whole entry, looked up): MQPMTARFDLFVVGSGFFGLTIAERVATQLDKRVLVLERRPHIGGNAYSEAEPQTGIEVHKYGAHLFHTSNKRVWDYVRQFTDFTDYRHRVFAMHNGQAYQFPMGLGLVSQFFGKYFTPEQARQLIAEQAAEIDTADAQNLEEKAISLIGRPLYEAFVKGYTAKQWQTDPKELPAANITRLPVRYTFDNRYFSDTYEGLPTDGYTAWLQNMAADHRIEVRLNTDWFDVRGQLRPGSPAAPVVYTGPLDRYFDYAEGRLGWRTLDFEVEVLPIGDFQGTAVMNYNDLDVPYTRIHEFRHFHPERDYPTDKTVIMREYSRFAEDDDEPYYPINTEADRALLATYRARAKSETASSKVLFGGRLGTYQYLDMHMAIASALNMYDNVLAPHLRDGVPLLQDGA
PrPC surface inh: inhibitors of human cell surface prion protein PrPC, primary screen, cell-based, TR-FRET; Major prion protein (Homo sapiens), P04156; TR-FRET read-out; inhibition, % at 13.8 µM; hit rate 0.43% among 370,000; in the data active means inhibition above about 24%; further: 0% = median of the test wells and 100% = reference compound wells
GDH-TPI inh: GDH-TPI coupling enzyme inhibitors, primary screen, artefact control for M. tuberculosis FBA inhibitor project, biochemical, absorbance, full deck; hit rate 1.2% among 360,000; inhibition, % at 4.8 µM; GDH-TPI coupled enzyme counterscreen, NADH absorbance; in the data active means inhibition above about 30%;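 further: 0% = DMSO wells and 100% = wells lacking the enzyme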
Rv3671c protease: Rv3671c serine protease inhibitors, primary screen, biochemical, fluorescence polarization, M. tuberculosis H37Rv | P9WHR9 | inhibition, % at 5.96 µM | hit rate 0.048% among 320,000; in the data active means inhibition above about 38%;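 further: extracellular domain of Rv3671c used as enzyme; 0% = enzyme with DMSO and 100% = no enzyme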
Target sequence (P9WHR9 whole entry, looked up, the tested form may be a part): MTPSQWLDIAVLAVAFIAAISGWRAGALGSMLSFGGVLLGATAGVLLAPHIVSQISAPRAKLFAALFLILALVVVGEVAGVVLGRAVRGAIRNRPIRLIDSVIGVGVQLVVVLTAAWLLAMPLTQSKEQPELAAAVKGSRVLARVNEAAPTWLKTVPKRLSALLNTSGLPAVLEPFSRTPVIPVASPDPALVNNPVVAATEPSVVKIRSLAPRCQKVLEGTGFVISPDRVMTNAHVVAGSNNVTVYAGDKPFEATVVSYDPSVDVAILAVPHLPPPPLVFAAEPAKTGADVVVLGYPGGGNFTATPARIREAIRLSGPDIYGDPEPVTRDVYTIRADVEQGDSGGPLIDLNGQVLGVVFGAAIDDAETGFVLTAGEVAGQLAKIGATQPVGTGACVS
Starred values were filed as active, the others as inactive; ? = inconclusive; nt = no result given.

The opening 15 entries (preview)
(1) CCNC(=O)N1Cc2ccccc2-n2nncc2C1
(2) Fc1ccccc1CNC1CN2CCC1CC2 (stereo not given)
(3) O=C(NCCO)c1cc2c(s1)CCC2
(4) NNc1nc(N)c2c(n1)-c1ccccc1CC21CCCC1
(5) Cc1cccc(-c2nsc(SCC(=O)NCc3ccco3)n2)c1
(6) O=C(NCc1cccc(Cl)c1)C1CCN(c2nnc(N3CCCC3=O)s2)CC1
(7) CC1(C(=O)Nc2cccc(OC(F)(F)F)c2)Cc2c(-c3cccc(C(F)(F)F)c3)ccnc2O1 (stereo not given)
(8) CC(C)CNC(=O)CN(C1CCCCC1)S(C)(=O)=O
(9) Cc1ccc(C)c(OCc2nc3ccccc3[nH]2)c1
(10) Cc1ccc(NC2c3ncccc3C(=O)N2c2ccccc2C)cc1C (stereo not given)
(11) COc1cc(NC(=O)COc2ccc(-n3cnnn3)cc2)c(OC)cc1Cl
(12) COC(=O)c1ccccc1CC1Cc2cc3c(cc2C1=O)CCC3 (stereo not given)
entry no.	1	2	3	4	5	6	7	8	9	10	11	12
BoNT-F LC inh	0	-9	1	-10	-10	-6	-10	-4	-3	-38	9	4
MazF activator	3	10	-3	7	-1	-5	nt	0	1	-14	5	3
Mtb FBA inh	1	5	4	18	-4	-2	-4	2	-3	0	0	3
BioA inh	-0.6	nt	-0.6	nt	nt	0.4	-0.6	0.8	-0.2	2.3	-1.0	nt
FadD28 FP inh	-3.0	-3.9	-1.6	-1.7	-2.8	-4.8	-0.2	-0.4	-2.2	-3.2	-0.2	-3.2
UGM FP inh	nt	0.9	0.6	-0.8	2.0	-1.2	nt	2.6	-1.3	-0.8	-0.9	nt
PrPC surface inh	2	4	4	-1	-5	1	5	-1	-3	6	1	-2
GDH-TPI inh	0	-1	8	12	5	5	-1	13	12	4	4	7
Rv3671c protease	nt	3	2	-4	-13	2	nt	3	3	6	0	nt

(13) C=CC(=O)Nc1ccc(Nc2ccnc(Nc3ccc(N4CCN(C)CC4)cc3)n2)cc1
(14) CC1CCCCN1CCCNC(=O)Cn1c(=O)c2cccn2c2ccccc21 (stereo not given)
(15) COc1ccc(CNC(=O)CSc2nnc(Cn3nnc4ccccc43)n2C)cc1
entry no.	13	14	15
BoNT-F LC inh	-74	-36	-2
MazF activator	0	4	-2
Mtb FBA inh	3	4	-1
BioA inh	0.5	0.5	-1.4
FadD28 FP inh	-0.3	0.5	0.0
UGM FP inh	nt	0.9	-2.3
PrPC surface inh	nt	-10	-4
GDH-TPI inh	21	7	4
Rv3671c protease	nt	5	3

The list itself (from the top)
(1) CCNC(=O)N1Cc2ccccc2-n2nncc2C1
(2) Fc1ccccc1CNC1CN2CCC1CC2 (stereo not given)
(3) O=C(NCCO)c1cc2c(s1)CCC2
(4) NNc1nc(N)c2c(n1)-c1ccccc1CC21CCCC1
(5) Cc1cccc(-c2nsc(SCC(=O)NCc3ccco3)n2)c1
(6) O=C(NCc1cccc(Cl)c1)C1CCN(c2nnc(N3CCCC3=O)s2)CC1
(7) CC1(C(=O)Nc2cccc(OC(F)(F)F)c2)Cc2c(-c3cccc(C(F)(F)F)c3)ccnc2O1 (stereo not given)
(8) CC(C)CNC(=O)CN(C1CCCCC1)S(C)(=O)=O
(9) Cc1ccc(C)c(OCc2nc3ccccc3[nH]2)c1
(10) Cc1ccc(NC2c3ncccc3C(=O)N2c2ccccc2C)cc1C (stereo not given)
entry no.	1	2	3	4	5	6	7	8	9	10
BoNT-F LC inh	0	-9	1	-10	-10	-6	-10	-4	-3	-38
MazF activator	3	10	-3	7	-1	-5	nt	0	1	-14
Mtb FBA inh	1	5	4	18	-4	-2	-4	2	-3	0
BioA inh	-0.6	nt	-0.6	nt	nt	0.4	-0.6	0.8	-0.2	2.3
FadD28 FP inh	-3.0	-3.9	-1.6	-1.7	-2.8	-4.8	-0.2	-0.4	-2.2	-3.2
UGM FP inh	nt	0.9	0.6	-0.8	2.0	-1.2	nt	2.6	-1.3	-0.8
PrPC surface inh	2	4	4	-1	-5	1	5	-1	-3	6
GDH-TPI inh	0	-1	8	12	5	5	-1	13	12	4
Rv3671c protease	nt	3	2	-4	-13	2	nt	3	3	6

(11) COc1cc(NC(=O)COc2ccc(-n3cnnn3)cc2)c(OC)cc1Cl
(12) COC(=O)c1ccccc1CC1Cc2cc3c(cc2C1=O)CCC3 (stereo not given)
(13) C=CC(=O)Nc1ccc(Nc2ccnc(Nc3ccc(N4CCN(C)CC4)cc3)n2)cc1
(14) CC1CCCCN1CCCNC(=O)Cn1c(=O)c2cccn2c2ccccc21 (stereo not given)
(15) COc1ccc(CNC(=O)CSc2nnc(Cn3nnc4ccccc43)n2C)cc1
(16) CCOc1ccc2[nH]c(C)c(CN(C)C)c(=O)c2c1
(17) C[N+](C)(C)CCCN(Cc1ccc2c(c1)OCO2)C(=O)NC1CCCCC1
(18) COc1cc(C(=O)NCCc2ccc(F)cc2)c([N+](=O)[O-])cc1OC
(19) Cc1ccc(C2/C(=C(/O)c3cnn(-c4ccccc4)c3C)C(=O)C(=O)N2CCN2CCOCC2)o1 (stereo not given)
(20) Cc1cccc(C(=O)Nc2ccccc2C(=O)OCC(=O)Nc2ccc(C#N)cc2)c1
entry no.	11	12	13	14	15	16	17	18	19	20
BoNT-F LC inh	9	4	-74	-36	-2	4	?	-3	4	-4
MazF activator	5	3	0	4	-2	0	9	7	-5	-9
Mtb FBA inh	0	3	3	4	-1	26	-4	1	0	-5
BioA inh	-1.0	nt	0.5	0.5	-1.4	-0.8	nt	-1.2	0.9	0.3
FadD28 FP inh	-0.2	-3.2	-0.3	0.5	0.0	-2.7	-3.5	-1.2	-3.6	4.3
UGM FP inh	-0.9	nt	nt	0.9	-2.3	-0.1	3.4	-0.2	2.3	-0.4
PrPC surface inh	1	-2	nt	-10	-4	-2	0	-18	-5	10
GDH-TPI inh	4	7	21	7	4	2	-3	9	-5	2
Rv3671c protease	0	nt	nt	5	3	4	2	-2	-8	-127

(21) CCc1nnc(NC(=O)CSc2nc3c([nH]c4ccccc43)c(=O)n2CCOC)s1
(22) CCOc1ccc(NC(=O)CN(C)C(=O)c2cccc(S(=O)(=O)N3CCCC3)c2)cc1OCC
(23) COc1cccc(C(=O)N/N=C(\C)CC(=O)Nc2ccc(N(C)C)cc2)c1
(24) C=CCSC1=C(C#N)C(c2ccccc2OCC)C(C#N)C(=O)N1 (stereo not given)
(25) Cc1ccc(NC(=O)C(=O)NCc2ccc(/C=C(/C#N)C(=O)NCc3cccnc3)o2)cc1
(26) COC(=O)C1(C)CN(S(=O)(=O)c2ccc(C)cc2)c2cc(OC)ccc2C1=O (stereo not given)
(27) CCCC1NC(=O)c2cc3ccccc3cc2-n2c1nc1ccc(C)cc1c2=O (stereo not given)
(28) COc1ccc(NC(=O)CSc2ncnc3c2sc2ccccc23)c(OC)c1
(29) CCOC(=O)C1(Cc2ccccc2C)CCCN(S(=O)(=O)c2cccnc2)C1 (stereo not given)
(30) O=C(NCc1ccccc1)C(c1cccnc1)N(C(=O)c1csnn1)c1ccc(F)cc1 (stereo not given)
entry no.	21	22	23	24	25	26	27	28	29	30
BoNT-F LC inh	-6	-12	-10	-7	-22	1	2	15	-4	-14
MazF activator	-1	-1	-1	2	-10	1	-4	5	7	2
Mtb FBA inh	2	-4	3	1	0	20	2	-1	1	-1
BioA inh	-2.4	-0.4	-1.9	0.2	-0.3	nt	0.5	nt	nt	0.5
FadD28 FP inh	0.2	-4.0	1.0	-5.2	-2.4	-5.9	-4.0	-1.9	-2.6	-2.5
UGM FP inh	1.5	nt	0.7	-3.4	2.3	-0.6	nt	-1.2	-0.2	2.2
PrPC surface inh	0	5	6	1	4	-4	8	4	-2	2
GDH-TPI inh	1	0	7	10	32*	3	9	-2	3	3
Rv3671c protease	-1	nt	2	-8	-1	-7	nt	-6	-3	5

3 entries already listed, arranged by molar mass, smallest number first:
(26) COC(=O)C1(C)CN(S(=O)(=O)c2ccc(C)cc2)c2cc(OC)ccc2C1=O (stereo not given)
(30) O=C(NCc1ccccc1)C(c1cccnc1)N(C(=O)c1csnn1)c1ccc(F)cc1 (stereo not given)
(22) CCOc1ccc(NC(=O)CN(C)C(=O)c2cccc(S(=O)(=O)N3CCCC3)c2)cc1OCC
entry no.	26	30	22
BoNT-F LC inh	1	-14	-12
MazF activator	1	2	-1
Mtb FBA inh	20	-1	-4
BioA inh	nt	0.5	-0.4
FadD28 FP inh	-5.9	-2.5	-4.0
UGM FP inh	-0.6	2.2	nt
PrPC surface inh	-4	2	5
GDH-TPI inh	3	3	0
Rv3671c protease	-7	5	nt

(list continues)
(31) COC(=O)c1cccc(Oc2cccc(C(F)(F)F)c2)n1
(32) Cc1ccc(C)c(OCc2n[nH]c(=S)o2)c1
(33) NC(=O)CSc1nnc(-c2ccoc2)o1
(34) COc1ccc(Cc2nnc(NC(=O)Nc3ccccc3F)s2)cc1OC
(35) C=CCN1CCOc2ccc(C)cc2S1(=O)=O
(36) CC(C)=CC(=O)N1CCCC(N2CCN(c3ccccc3C)CC2)C1 (stereo not given)
(37) O=S(=O)(NCC1CCCO1)c1ccc(Cl)c(C(F)(F)F)c1 (stereo not given)
(38) CC1(c2ccccc2)NC(=O)N(CC(=O)NNC(=O)c2ccccc2)C1=O (stereo not given)
(39) COc1ccc(N(C)S(=O)(=O)c2cccc(C(=O)NCC3CCCCC3)c2)cc1
(40) Nc1nnc(SCC(=O)OCc2ccccc2)s1
entry no.	31	32	33	34	35	36	37	38	39	40
BoNT-F LC inh	2	1	-9	?	-6	10	4	4	-5	1
MazF activator	4	-3	3	8	6	6	4	-2	-6	-8
Mtb FBA inh	-2	-4	3	-2	2	1	-2	1	1	4
BioA inh	-3.3	0.1	1.5	0.2	-1.0	0.4	-1.4	0.5	nt	-3.3
FadD28 FP inh	1.1	-1.0	-1.9	-4.5	-1.2	1.0	-2.5	-18	-4.1	0.6
UGM FP inh	1.8	1.8	0.5	-1.1	nt	-0.4	-3.4	-1.3	nt	-2.7
PrPC surface inh	8	-2	7	3	6	-9	-1	0	20	-5
GDH-TPI inh	6	6	-8	4	-5	-1	4	2	-5	12
Rv3671c protease	-10	3	8	-10	nt	2	7	-9	nt	-4

(41) O=C(Nc1ccc2c(c1)OCO2)N1CCN(c2ccc(F)cc2)CC1
(42) OC(COCc1cccs1)CN1CCN(c2cccc(Cl)c2)CC1 (stereo not given)
(43) Nc1ccc(-c2nc3ccccc3o2)cc1
(44) C#CCn1c(O)c(N=NC(=O)C(O)c2ccccc2)c2ccccc21 (stereo not given)
(45) CCC1Oc2ccccc2N(CC(=O)NCCCN2CCCC2)C1=O (stereo not given)
(46) COc1ccccc1NC(=O)COC(=O)c1c(C)nn(-c2ccccc2)c1C
(47) COc1ccc(C(C(=O)NCC2CCCO2)N(C(=O)Cn2nnc3ccccc32)c2ccc(NC(C)=O)cc2)cc1 (stereo not given)
(48) CC(=O)NC1=NN(C(C)=O)C2(S1)C(=O)N(CC(C)C)c1ccc(C)cc12 (stereo not given)
(49) COc1ccc(CNC2=CC(=O)CC(C)(C)C2)cc1
(50) COc1cc(F)ccc1-c1cc(C(=O)Nc2ccc(NC(C)=O)cc2)[nH]n1
(51) Nc1ccc(C(=O)N/N=C\C=C\c2cccc([N+](=O)[O-])c2)cc1
entry no.	41	42	43	44	45	46	47	48	49	50	51
BoNT-F LC inh	-3	-11	3	-1	0	-3	15	?	-4	-13	1
MazF activator	6	10	-32	10	17	4	4	4	9	nt	8
Mtb FBA inh	3	2	150*	0	-1	1	-2	-2	1	-2	-5
BioA inh	nt	nt	0.0	0.6	-2.0	11	-0.5	nt	1.5	-1.8	nt
FadD28 FP inh	0.3	-0.1	-35	-0.9	-3.0	-2.5	-5.4	1.2	-0.1	-2.8	1.7
UGM FP inh	0.2	0.4	-2.4	1.9	1.8	-0.9	-1.1	-0.5	4.3	nt	-0.1
PrPC surface inh	9	-9	10	-33	-2	8	0	-8	-3	3	-45
GDH-TPI inh	11	6	14	31*	2	7	4	16	-6	-7	43*
Rv3671c protease	9	-3	2	1	-1	-3	2	11	0	nt	-1

Assay outcomes deposited in PubChem by several laboratories.
